Rat MKP-3 inhibitors: MKP-3 phosphatase inhibitors, primary screen, biochemical, rat enzyme, in vitro (AID 425). recombinant MKP-3 phosphatase activity, fluorescence; higher % means a stronger effect. inhibition, % at 20 µM; hits with a dose series show IC50 in µM. hit rate 0.17% among 110,000; in the data active = inhibition above about 50%;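 also: plate controls were vehicle for no effect and reference inhibitor for full effect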
Hsp70 displacement: Hsp70 inhibitors, probe displacement, primary screen, biochemical, fluorescence polarization (AID 583). one-dose displacement, % at 20 µM; IC50 in µM for titrated hits. Hsp70 fluorescence polarization probe displacement, mP; higher % means a stronger effect. hit rate 0.06% among 140,000; in the data active = displacement above about 50%;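 also: plate controls were vehicle for no effect and reference ligand for full effect; a part of the inactive calls stands beside numbers as strong as those of hits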
* = called active by the depositor; / = not tested or not shown; & = joins results of further samples. A portion of the library; rates above refer to the full screens.

Rat MKP-3 inhibitors	Hsp70 displacement	mol
-3%	4.0%	N#Cc1c(SCC(=O)N2CCCCC2)nsc1SCC(=O)N1CCCCC1
-9%	2.3%	N#CCCn1c2ccccc2c2nc3ccccc3nc21
-2%	-3.2%	CCOc1ccc(C2=C/C(=C/c3ccc(Cl)cc3)C(=O)O2)cc1
1%	7.0%	COCC(C)NC(=O)c1ccccc1OC(C)=O (stereo not drawn)
-1%	0.3%	COc1cc(/C=N\NC(N)=S)ccc1OC(=O)c1cc(F)c(F)cc1Cl
-4%	-1.3%	CCn1c(SCc2cccc(C(=O)O)c2)nnc1-c1ccccc1
-8%	0.6%	CCOc1ccccc1NC(=O)N1CCCC1C(=O)Nc1nnc(CC)s1 (stereo not drawn)
/	-5.5%	CCOc1ccc2nc(NC(=O)C3CCCN(S(=O)(=O)c4cccc5nonc45)C3)sc2c1 (stereo not drawn)
3%	-0.1%	CC1(C)Cc2c(sc3nc(SCC(N)=O)n(Cc4ccccc4)c(=O)c23)CO1
3%	-4.3%	COc1cccc(C(=O)N2CCN(Cc3ccccc3Cl)CC2)c1
/	0.1%	CCC(=O)N1CCN(c2nc(-c3ccc(Cl)cc3)cs2)CC1
-8%	6.3%	CCn1nc(NC(=O)c2ccccn2)c2cc3cccc(C)c3nc21
1%	3.1%	COc1ccc(NC(=S)NC(NC(=O)c2cccc([N+](=O)[O-])c2)C(Cl)(Cl)Cl)cc1 (stereo not drawn)
0%	1.4%	O=C(NCC1CCCCC1)C1CCN(C(=O)NC2CCCCC2)CC1
-2%	-3.2%	Cc1ccccc1C(=O)Nc1ccc(NC(=O)c2cccc(Br)c2)cc1
-7%	-0.4%	CC1Oc2ccccc2N(CC(=O)N2CCc3ccccc32)C1=O (stereo not drawn)
-9%	/	COc1ccc(NS(=O)(=O)c2ccc(SC)cc2)cc1
3%	-0.6%	c1ccc(Cn2c(CSc3nc4ccccc4o3)nc3ccccc32)cc1
0%	3.6%	CCCC1=C(C(=O)OCC)C(c2ccc3c(c2)OCO3)NC(=O)N1 (stereo not drawn)
/	-4.9%	Cc1ccc(NC2SC(=O)N(CC(=O)O)C2=O)cc1 (stereo not drawn)

Compound profiles, as listed above. Screens in order: Rat MKP-3 inhibitors | Hsp70 displacement
CCC(=O)N1CCN(c2nc(-c3ccc(Cl)cc3)cs2)CC1 is listed with / | 0.1%
O=C(NCC1CCCCC1)C1CCN(C(=O)NC2CCCCC2)CC1 is listed with 0% | 1.4%
COc1cc(/C=N\NC(N)=S)ccc1OC(=O)c1cc(F)c(F)cc1Cl is listed with -1% | 0.3%
CCOc1ccccc1NC(=O)N1CCCC1C(=O)Nc1nnc(CC)s1 (stereo not drawn) is listed with -8% | 0.6%
CCn1c(SCc2cccc(C(=O)O)c2)nnc1-c1ccccc1 is listed with -4% | -1.3%

Later entries
Rat MKP-3 inhibitors	Hsp70 displacement	mol
-2%	-6.2%	O=C(NCCN1CCCC1)c1ccc(Cn2c(=S)[nH]c3cc4c(cc3c2=O)OCO4)cc1
-1%	-6.4%	O=C(NCCN1CCN(c2ccccc2)CC1)c1cccc(Br)c1
-2%	-0.4%	COc1ccc(-n2nc3cc(C)c(NC(=O)CC(C)C)cc3n2)cc1
-4%&0%	-1.9%&2.3%	O=C(CCCOc1ccccc1)Nc1ccc2c(c1)OCCO2
6%	-6.6%	CC1=C(C(=O)c2ccccc2)C(c2ccc([N+](=O)[O-])cc2)NC(=O)N1 (stereo not drawn)
-6%	1.3%	CCN(CCCNC(=O)CCn1c(=O)[nH]c2ccccc2c1=O)c1cccc(C)c1
-20%	-2.7%	COC(=O)C1CCN(C(=O)c2ccc(SC)cc2OC)CC1
-2%	-1.4%	CCCCOc1cccc(C(=O)NCc2cccnc2)c1
-5%	1.6%	Cc1cc(Nc2ccccc2)nn1C(=O)c1ccccc1
-21%	12%	COc1ccccc1NC(=O)CN1CCC(n2nnc3cc(F)ccc32)CC1
-1%	5.0%	O=C(O)c1ccc(COCC(F)(F)C(F)F)o1
/	7.2%	Cc1csc(-c2cnn(-c3ccccc3)c2NC(=O)c2cccc(F)c2)n1
-1%	-6.1%	C1CCC(CNc2c3c(nc4nnnn24)CCCC3)CC1
7%	27%	O=C(O)CCCCCN1C(=O)/C(=C/c2ccc(O)c(O)c2)SC1=S
2%	1.5%	CCOC(=O)CNC(=O)C12CC3CC(C1)CC(c1ccc(C)cc1)(C3)C2
2%	2.8%	COc1ccccc1NC(=O)C1=C(C)NC(=S)NC1c1ccc(C)cc1 (stereo not drawn)
-1%	5.7%	O=C(/C=C/c1ccccc1)Nc1ccc(Cl)cn1
-1%	1.0%	CCNC(=O)N1C(=O)C2(OCCO2)c2cc(Br)ccc21
8%	-89%	Cc1cccc(-n2c(C)cc(/C=C3/NC(=S)NC3=O)c2C)c1
3%	-5.3%	N/C(=N\OC(=O)c1ccccc1F)c1ccc([N+](=O)[O-])cc1
0%	1.6%	COc1ccc(NS(=O)(=O)c2ccc(C3CCCCC3)cc2)cc1
/	1.5%	O=c1ccccn1Cc1c(Cl)cccc1Cl
-2%	4.2%	Cc1ccccc1C(=O)O/N=C(\N)c1ccccc1
-1%	-0.5%	Cc1c(C)c(C)c(C(=O)Nc2ccc(Cl)c(Cl)c2)c(C)c1C
-9%	-1.7%	CC(C)(C)C(=O)NC1CCN(S(=O)(=O)c2cccc(C(F)(F)F)c2)CC1
-4%	0.2%	COc1cc(C(=O)Nc2cccc(-c3nc4cc(C)cc(C)c4o3)c2)cc(OC)c1OC
/	-2.1%	N#Cc1c(/N=C/c2ccccc2)oc(-c2ccccc2)c1-c1ccccc1
-10%	6.5%	CCOCc1nnc(NC(=O)CSCc2ccccc2)s1
-12%	1.5%	CSc1nnc(NC(=O)c2cc3ccccc3oc2=O)s1
-12%	-4.7%	COC(=O)c1c(NC(=O)CSc2nnnn2C)sc(C)c1C
/	-1.8%	COc1ccc(Cc2nnc(N)s2)cc1OC
3%	-1.3%	O=C(CSc1nc2ccccc2s1)c1cccs1
-4%	-0.2%	COC(=O)c1ccccc1COn1c(=O)c[n+]([O-])c2ccccc21
-6%&3%	-1.3%&-2.7%	O=C(c1cccc(Cl)c1)N1CCN(Cc2ccncc2)CC1
3%	-2.1%	O=[N+]([O-])c1ccc(N2CCN(S(=O)(=O)c3ccc(Cl)cc3)CC2)cc1N1CCOCC1
-1%	-0.9%	O=C(CNC(=O)c1ccccc1)OCC(=O)c1ccc(Cl)cc1
14%	15%	O=C1c2cccc([N+](=O)[O-])c2C(=O)N1c1ccc2[nH]c(=S)sc2c1
6%	-2.5%	O=C1NC(=S)S/C1=C\c1cccc(OS(=O)(=O)c2ccc([N+](=O)[O-])cc2)c1
-1%	0.3%	O=C(NCc1ccccc1)NS(=O)(=O)c1ccccc1Cl
1%	6.6%	COc1ccccc1NC(=O)Nc1cccc2cccnc12

2 compounds drawn at random from the list so far, as already listed:
Rat MKP-3 inhibitors	Hsp70 displacement	mol
/	-2.1%	N#Cc1c(/N=C/c2ccccc2)oc(-c2ccccc2)c1-c1ccccc1
-2%	4.2%	Cc1ccccc1C(=O)O/N=C(\N)c1ccccc1

Further compounds follow.
Rat MKP-3 inhibitors	Hsp70 displacement	mol
2%	4.7%	CCc1cc(C(=O)Cc2nc3ccccc3[nH]2)c(O)cc1O
4%	-4.0%	CCCCOC(=O)CSC1=C(C#N)C(c2ccccc2OCC)C(C#N)C(=O)N1 (stereo not drawn)
-8%	1.4%	Nc1nc(Nc2ccccc2Br)nc(C(F)(F)F)n1
3%	3.7%	COc1ccc([N+](=O)[O-])cc1NC(=O)Cc1ccc(OC)c(OC)c1
0%	-0.4%	O=C(Nc1ccccc1)Nc1nnc(-c2cccc(Br)c2)s1
-2%	4.1%	COc1ccc(N(CC(=O)Nc2c(C)n(C)n(-c3ccccc3)c2=O)S(=O)(=O)c2ccc(C)cc2)cc1
0%	-0.9%	Cc1ccc(N2C(=O)CC(N3CCN(c4ccc([N+](=O)[O-])cc4)CC3)C2=O)cc1 (stereo not drawn)
2%	1.4%	CCN(c1ccc(OC)cc1)S(=O)(=O)c1ccc2c(c1)CCN2C(=O)CCC(=O)O
5%	-0.1%	CCC1(C)CC(CC(=O)O)(c2ccc(F)cc2)CCO1 (stereo not drawn)
5%	-4.5%	Cn1cnc2c1c(=O)n(Cc1ccc(Br)cc1)c(=O)n2C
7%	-1.3%	CCC1CC(C)(C(=O)Nc2ccc(S(N)(=O)=O)cc2)OC1=O (stereo not drawn)
5%	4.1%	COC(=O)c1c(-c2ccc(C(C)(C)C)cc2)csc1N
3%	2.4%	Cc1ccc(C)c(/C(O)=C2/C(=O)C(=O)N(CCN3CCOCC3)C2c2ccc(C)o2)c1 (stereo not drawn)
-6%	0.7%	COc1ccccc1NC(=O)Cc1csc(N)n1
1%	3.8%	Cc1ccc(/C=C2\SC(=S)N(CCC(=O)Nc3cccc(O)c3)C2=O)cc1
0%	2.1%	O=C(c1ccccc1)c1ccccc1N/C=C/[N+](=O)[O-]
0%	-4.8%	COC(=O)c1ccc(NC(=O)CC2Sc3ccccc3NC2=O)cc1 (stereo not drawn)
-11%	-5.0%	Cc1nc(C)c(C(=O)NCc2ccc(Cl)cc2)o1
-1%	-3.0%	COc1ccc(CCn2c(-n3nc(C)cc3C)nc3c2c(=O)[nH]c(=O)n3C)cc1
/	4.4%	O=C(c1ccc(F)cc1)C(CCCCCC(CN1CCOCC1)C(=O)c1ccc(F)cc1)CN1CCOCC1 (stereo not drawn)
/	1.9%	CCOc1ccc(-n2c(C)nc3cc(C(=O)NCCCN4CCOCC4)ccc32)cc1
5%	-3.3%	Cc1cc(=O)n2c(n1)OC(CO)C2 (stereo not drawn)
/	-1.8%	O=C(Cn1nnc2ccccc21)N1CCCCC1
2%	-2.7%	COC(=O)C1=C(C)N(C)C(C)=C(C(=O)OC)C1c1cccc(OC)c1
5%	1.0%	CCn1c(=O)cc(SCC(=O)NCCCN2CCN(c3ccccc3F)CC2)c2ccccc21
0%	-7.7%	COc1ccc(/C=C2\SC(=S)N(c3ccc(C)cc3C)C2=O)cc1OC
3%	3.9%	COc1ccccc1NC(=O)c1cc2c(ccc3ccccc32)oc1=O
0%	5.3%	CCOC(=O)c1cnc2cc3c(cn2c1=O)CCCC3
0%	4.2%	COc1ccc(C(=O)Oc2ccc(Cl)cc2)cc1S(=O)(=O)N1CCOCC1
4%	-2.7%	COC(=O)c1c(NC(=O)/C=C/C(=O)O)sc(C)c1-c1cc(C)ccc1C
6%	1.2%	Cc1ccnc(NS(=O)(=O)c2ccc(NC(=O)c3cccc(Oc4ccccc4)c3)cc2)n1
-3%	3.0%	CCCC1(C(=O)OCC)NC(c2cc(OC)c(OC)c(OC)c2)C2C(=O)N(CC)C(=O)C21 (stereo not drawn)
/	0.4%	Cc1cccnc1NC(=O)c1ccccc1NC(=O)C(C)(C)C
7%	/	COc1ccc(Nc2ccc3c(c2)=NC2(CCCCC2)[N+]=3[O-])cc1
28%	17%	CC1(C)N([O-])c2cc([N+](=O)[O-])ccc2[N+]1=O
1%	-1.7%	Cc1nc(SCC(=O)O)[nH]c(=O)c1Oc1ccccc1
0%	-4.1%	O=c1[nH]cnc2nc(N3CCCCC3)[nH]c12
/	4.5%	CCCS(=O)(=O)N1CCN(CC2CC=CCC2)CC1 (stereo not drawn)
5%	-1.3%	CC(=O)Nc1ccc(S(=O)(=O)NCc2ccccc2C)cc1
-10%	1.8%	O=C(CC1Oc2ccccc2NC1=O)NCc1ccccc1 (stereo not drawn)

The list goes on, overlapping the part above by two compounds.
Rat MKP-3 inhibitors	Hsp70 displacement	mol
5%	-1.3%	CC(=O)Nc1ccc(S(=O)(=O)NCc2ccccc2C)cc1
-10%	1.8%	O=C(CC1Oc2ccccc2NC1=O)NCc1ccccc1 (stereo not drawn)
0%	3.7%	Cc1oc(-c2cccc(Cl)c2)nc1CN1CCC(C(=O)NCC2CCCO2)CC1 (stereo not drawn)
-5%	5.4%	CC1(C)Cc2c(sc3ncnc(N)c23)CO1
-9%	-10%	Cc1cc(C)n(-c2ccc(C(=O)OCC(=O)c3ccc(Br)s3)cc2)n1
-5%	6.0%	Cc1cc2cc(CNC(=O)CCC(=O)O)ccc2[nH]1
5%	-4.0%	N#Cc1nc(Cc2cccc3ccccc23)oc1NCc1ccco1
/	-6.2%	COc1cc(C(=O)NCc2cn3ccccc3n2)cc(OC)c1OC
2%	1.1%	O=C(NCc1ccc2c(c1)OCO2)C1CC(=O)N(C2CCCCCC2)C1 (stereo not drawn)
-6%	5.2%	CCOC(=O)c1oc2ccc(S(=O)(=O)N3CCOCC3)cc2c1C
4%	-8.0%	O=C(NCCN1CCN(C(=O)c2cc3ccccc3oc2=O)CC1)c1cc2ccccc2oc1=O
0%	-0.9%	COc1ccc2c(Cl)c(-c3nnc4n3CCCCC4)sc2c1
-3%	-2.8%	CCOc1ccc(C(=O)Cc2ccc3oc(C(=O)O)cc3c2)c(O)c1
0%	-0.8%	CC(=O)c1ccc(NC(=O)COc2ccc(C)cc2)cc1
-10%	-4.6%	O=C1c2ccccc2C(=O)N1CCc1nc(-c2cccnc2)no1
-4%	5.4%	Cc1ccc2c(c1)C(c1ccccc1)N(C(=O)c1ccc(Br)o1)CC(=O)N2 (stereo not drawn)
1%	-1.5%	N#Cc1c(N)[nH]c(=S)c(C#N)c1-c1ccc(Br)cc1
/	9.2%	Cc1c(C(=O)c2ccc(Cl)cc2Cl)cnc2cc3c(cc12)OCO3

Bioassay records as filed in PubChem BioAssay.
